# Screening data as filed in PubChem BioAssay.
# p53 reactivator = re-activators of mutant p53; 320,000 compounds, 0.063% hits; H1299 p53-A138V BP100-luciferase reporter, luminescence, 24 h; Potency, µM (doses to about 92.2 µM), without a hit: at the top dose activity change, positive = activation, most hits filed as activators; also: % of control where 0% means no effect; nearly all actives have a fitted effect of over 45% in size
#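 p53-null H1299 cells stably carrying temperature-sensitive p53-A138V and a BP100-luciferase reporter were pinned with compounds (4-point, 1:5 series) and held 24 hrs at 37 deg C. Luminescence was read 10 min after detection reagent.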
# Rab9 promoter act = Rab9 promoter activation; Huh7 Rab9 promoter-luciferase reporter, luminescence, 24 h; Potency, µM (top dose mostly 9.22 µM), without a hit: top-dose activation, negative = inhibition, usual class: activators; 320,000 compounds, 2.8% hits; AID 485297; also: % of control where 0% means no effect; nearly all actives have a fitted effect of over 60% in size
#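 Quantitative HTS format; Huh7 Rab9-luciferase reporter cells (1500/well) receive compound 2 h post-plating, incubate 24 h at 37 °C, then get luciferase reagent for 10 min before luminescence reading.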
# NPC1 prom act = activators of NPC1 promoter | Huh7 NPC1 promoter luciferase reporter, 24 h | Potency, µM (highest dose often 9.22 µM), for the others: at the top dose activation, actives largely listed as activators | 320,000 compounds, 2.4% hits;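 also: % of control where 0% means no effect; nearly all actives have a fitted effect of over 60% in size; reporter is driven by a mutant NPC1 promoter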
#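 Luminescence from an NPC1 promoter-driven luciferase reporter in stably transfected Huh7 cells was measured after 24 h compound treatment at 37 °C, followed by 10 min ambient incubation with luciferase detection reagent.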
# ELG1 genotox = genotoxicity induction in ELG1-luciferase HEK293T cells | AID 504466 | HEK293T ELG1-luciferase reporter, luminescence, 16 h | Potency, µM (top dose mostly 46 µM), inactives show top-dose activity change, positive = activation, hits mostly activators | 330,000 compounds, 1.3% hits; also: % of control where 0% means no effect; nearly all actives have a fitted effect of over 60% in size
#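 16 hr compound incubation (37 °C, 5% CO2) of HEK293T cells carrying luciferase-tagged ELG1; luciferase then measured by ONE-Glo luminescence after 30 min at RT.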
# uPA surface inh = cell surface uPA generation inhibition. cell surface uPA generation assay, qHTS. Potency, µM (titrated, usually from 38.3 µM), inactives show at the highest dose activity change, negative = inhibition, most hits filed as inhibitors. 330,000 compounds, 0.31% hits. AID 540303; active = well fitted inhibition curve with a large enough effect; inconclusive = small, poorly fitted or top-dose-only effect; inactive = no such curve, though single readings can be large or run the other way; tested in mouse RAW 264.7 cells; also: % is scaled to controls: 0 for no effect and ±100 for the full control effect; nearly all actives have a fitted effect of over 55% in size
# VP16 counter = Gal4-VP16 reporter inhibition counter-screen. 310,000 compounds, 3.5% hits. Potency, µM (highest dose often 53.6 µM), without a hit: top-dose activity, negative = inhibition, most hits filed as inhibitors. Drosophila S2 Gal4-VP16 UAS-luciferase, luminescence, 20 h;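 also: Gal4-VP16 expression switched on by copper sulfate through the metallothionein promoter; % is scaled to controls: 0 for no effect and ±100 for the full control effect; nearly all actives have a fitted effect of over 50% in size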
# BRCA1 expr up = activators of BRCA1 expression | Potency, µM (titrated, usually from 46.1 µM), inactives show at the highest dose activation, usual class: activators | AID 624202 | 380,000 compounds, 1.1% hits | MCF7-BRCA1-FFLuc reporter, luminescence, 48 h; response scale: scaled: vehicle 0%, 10 µM genistein 100%; also: nearly all actives have a fitted effect of over 80% in size; some results filed as inactive show a strong effect at the top dose
#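 Reporter cells (MCF7, BRCA1 promoter-firefly luciferase) received library compounds across a concentration series for 48 h. End-point luminescence was measured and concentration-effect curves derived after normalization.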
# MBNL1 CUG block = inhibitors of human MBNL1 binding to CUG repeat RNA; AID 2675; TR-FRET MBNL1-His/biotin-(CUG)12 binding, 665/545 ratio; 280,000 compounds, 0.036% hits; Potency, µM (doses to about 57.5 µM), without a hit: at the highest dose activity change, negative = inhibition, most hits filed as inhibitors; active = well fitted inhibition curve with a large enough effect in the signal ratio, with a control signal flat, not every such curve was filed as active; inconclusive = small, poorly fitted or top-dose-only effect, or effect the other way, or a change in a side signal; inactive = no such curve, though single readings can be large or run the other way; the % refers to the signal ratio; also: % is scaled to controls: 0 for no effect and ±100 for the full control effect
# Target sequence (Q9NR56 whole entry, looked up): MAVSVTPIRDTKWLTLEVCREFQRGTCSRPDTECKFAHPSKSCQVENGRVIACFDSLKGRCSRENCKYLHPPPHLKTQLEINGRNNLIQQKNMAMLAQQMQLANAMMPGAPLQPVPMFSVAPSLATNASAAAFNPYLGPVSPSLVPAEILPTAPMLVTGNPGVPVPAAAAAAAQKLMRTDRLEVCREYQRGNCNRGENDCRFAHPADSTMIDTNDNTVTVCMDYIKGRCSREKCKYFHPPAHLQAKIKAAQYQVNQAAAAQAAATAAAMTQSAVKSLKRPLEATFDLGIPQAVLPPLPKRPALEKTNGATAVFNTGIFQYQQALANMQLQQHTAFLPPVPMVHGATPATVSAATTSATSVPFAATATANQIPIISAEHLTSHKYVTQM
#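 TR-FRET between His-tagged MBNL1 and biotin-(CUG)12 RNA, detected with Tb anti-His antibody (0.055 ng/ul) and streptavidin-XL665 (5 nM), 60 min at room temperature. Compounds titrated 92 nM to 58 uM; 665/545 nm ratio normalized to buffer and complex controls.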
# FLuc modulator = inhibits or activates purified firefly luciferase, miR-21 counter-screen; purified FLuc, Km substrates, luminescence inhibition; Potency, µM (highest dose often 57.5 µM), for the others: top-dose activity change, negative = inhibition, hits mostly inhibitors; 360,000 compounds, 6.9% hits; AID 588342;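 also: plate controls were vehicle for no effect and reference inhibitor for full effect; nearly all actives have a fitted effect of over 55% in size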
# Target sequence (P08659 whole entry, looked up): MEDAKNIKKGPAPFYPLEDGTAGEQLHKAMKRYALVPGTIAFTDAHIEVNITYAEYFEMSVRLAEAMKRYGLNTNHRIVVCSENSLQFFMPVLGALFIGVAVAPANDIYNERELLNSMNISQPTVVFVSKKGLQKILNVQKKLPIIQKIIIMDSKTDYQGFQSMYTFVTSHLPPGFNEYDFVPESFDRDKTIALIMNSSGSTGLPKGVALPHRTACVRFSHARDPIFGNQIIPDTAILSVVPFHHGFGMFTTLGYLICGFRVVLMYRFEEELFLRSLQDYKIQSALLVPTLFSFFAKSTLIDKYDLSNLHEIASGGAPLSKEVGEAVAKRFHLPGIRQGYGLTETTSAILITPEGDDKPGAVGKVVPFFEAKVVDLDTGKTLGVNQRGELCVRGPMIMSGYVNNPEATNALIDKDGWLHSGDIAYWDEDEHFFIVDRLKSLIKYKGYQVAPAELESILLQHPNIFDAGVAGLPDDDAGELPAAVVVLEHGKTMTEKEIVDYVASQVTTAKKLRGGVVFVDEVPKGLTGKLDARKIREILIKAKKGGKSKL
#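 Purified P. pyralis luciferase (10nM final) with 10uM D-luciferin and 10uM ATP (Km levels) in 50mM Tris acetate pH 7.5, 10mM Mg acetate, 0.01% Tween-20, 0.05% BSA; qHTS 6-point titration, ~60 µM downward; luminescence read.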
# RORg inh = inhibitors of mouse ROR gamma transcriptional activity. 310,000 compounds, 5.4% hits. P51450. Drosophila S2 Gal4-RORgamma UAS-luciferase reporter, 20 h. Potency, µM (series often up to 53.6 µM), for inactives: top-dose activity change, negative = inhibition, usual class: inhibitors; also: % is scaled to controls: 0 for no effect and ±100 for the full control effect; nearly all actives have a fitted effect of over 60% in size
#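 Luminescence from a UAS-regulated Photinus luciferase reporter in stably transfected Drosophila Schneider cells is measured; decreased signal marks ROR gamma inhibition. Fusion expression is induced by 700 uM copper sulfate for 20 hr.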
# * marks the source's active call; other numbers are inactive results; ? = inconclusive; nt = no result given; & = joins results of further samples; [ ] = dose if it differs, or a comment. Unless noted, calls follow the shape of the dose curve; as a rule, active = well fitted curve in the direction sought with a large enough effect; inconclusive = small, poorly fitted or top-dose-only effect, or another doubt; inactive = no such curve, though single readings can be large; an effect the other way counts as inactive or inconclusive. Potency is read from the fitted curve at half-maximal effect.
(1) CCCCCC/C=C/c1ccc(OC)c([C@H]2[C@H]3C=CC[C@@H](C)[C@@H]3C(=O)N2Cc2ccccc2)c1
(2) O=C(CNS(=O)(=O)c1c(Cl)cccc1Cl)OCC(=O)N1CCN(c2ccccc2)CC1
(3) O=C(c1ccc(CS(=O)(=O)c2cccc(C(F)(F)F)c2)o1)N1CCN(c2ccccn2)CC1
(4) Cc1c(CCOC(=O)c2ccc(N3CCOCC3)c([N+](=O)[O-])c2)sc[n+]1CC#N
(5) O=C(CCC(=O)Nc1ccccc1Cl)NNC(=O)NC1CCCCC1
(6) CCn1c(Cc2ccccc2)nnc1SCC(=O)Nc1ccc(C)cc1
(7) O=C1C=C(c2ccc(CO)cc2)C[C@@H](c2ccc3c(c2)OCO3)C1
(8) COc1cc(C(=S)N2CCCC2)cc(OC)c1O

Screen / compound no.	1	2	3	4	5	6	7	8
Rab9 promoter act	-6%	-7%	3%	-3%	4%	-4%	-3%	0%
p53 reactivator	1%	0%	-14%	?	6%	-2%	-5%	-1%
VP16 counter	11%	-7%	3%	-5%	15%	1%	nt	3%
MBNL1 CUG block	-1%	-29%	5%	?	-5%	-5%	nt	-15%
BRCA1 expr up	8%	1%	-19%	-88%[inhibitor]	-13%	9%	-36%	-18%
FLuc modulator	0%	13%	1%	6%	-7%	-1%	-4%	1%
ELG1 genotox	-5%	0%	1%	2%	-7%	-5%	0%	2%
uPA surface inh	15%	3%	-2%	-7%	7%	-8%	8%	nt
NPC1 prom act	-8%	-1%	-2%	-13%	-3%	0%	1%	0%
RORg inh	-14%	23%	33%	23%	8%	30%	nt	14%

(9) Cc1cccc(OCC(=O)Nc2ccc(C(=O)NCc3cccnc3)cc2)c1
(10) O=C1CCC(C(=O)N2CCC(CO)CC2)CN1Cc1ccc(Cl)cc1 (stereo not given)
(11) CCOC(=O)c1cccc(NC(=O)CCS(=O)(=O)c2cccc3nsnc23)c1
(12) CC1(C)Cc2nc3sc4c(N(CCO)CCO)ncnc4c3cc2CO1
(13) COc1ccc(NC(=O)CN2CCN(S(=O)(=O)N(C)C)CC2)cc1
(14) COc1ccc(C2=[N+]([O-])C(C)(C)N(O)C2(C)C)cc1
(15) CC(C)Cn1c(SCC(=O)Nc2ccc3[nH]c(=O)[nH]c3c2)nc2ccccc2c1=O
(16) Cc1ccc2nc3c(cc2c1)c(NS(=O)(=O)c1ccccc1)nn3CC(C)C

Screen / compound no.	9	10	11	12	13	14	15	16
Rab9 promoter act	-6%	1%	-1%	11%	-3%	0%	-3%	-13%
p53 reactivator	-4%	1%	0%	15%	nt	19%	-12%	6%
VP16 counter	-5%	3%	4%	-16%	-5%	0%	nt	-5%
MBNL1 CUG block	6%	-1%	?	6%	2%	0%	nt	?
BRCA1 expr up	nt	2%	-32%	33%	1%	-11%	-33%	-3%
FLuc modulator	-2%	-1%	6%[2.3 µM]	?	6%	2%	-1%	-7%
ELG1 genotox	-8%	3%	-4%	?	-3%	3%	-3%	0%
uPA surface inh	nt	-1%	2%	-3%	-12%	-1%	2%	1%
NPC1 prom act	-3%	0%	-1%	6%	-1%	-4%	-10%	0%
RORg inh	12%	0%	?	37%	-12%[1.91 µM]	-21%	nt	?

# Single entries from the results shown.
# entry 11 in uPA surface inh reads 2%
# entry 9 in p53 reactivator reads -4%
# entry 15 in Rab9 promoter act reads -3%
# entry 12 in BRCA1 expr up reads 33%

# Going on with the list.
(17) O=C(Nc1ccccc1[N+](=O)[O-])c1cccnc1Cl
(18) Cc1ccc(NC(=O)CSC2=C(C#N)C(c3ccc4c(c3)OCO4)CC(=O)N2)cc1C (stereo not given)
(19) Cn1cc(CNC(=O)C23CC4CC(CC(C4)C2)C3)cn1
(20) O=C(CCC(=O)N1CCN(c2ccccn2)CC1)c1cccs1
(21) CCOC(=O)COc1c(Br)cc(C2NC(=O)NC(C)=C2C(C)=O)cc1OC (stereo not given)
(22) CC(=O)c1cc(F)c(N2CCOCC2)cc1C
(23) CCc1ccc(-c2cn3nc(C)c(C)nc3n2)cc1
(24) CCOC(=O)c1c(S(=O)(=O)NCCc2ccco2)c(C)n(C)c1C

Screen / compound no.	17	18	19	20	21	22	23	24
Rab9 promoter act	1%	-6%	-19%	nt	-4%	6%	?	0%
p53 reactivator	-4%	-16%	-1%	?	-3%	-1%	6%	-2%
VP16 counter	-8%	-15%	3%	nt	-8%	-8%	?	1%
MBNL1 CUG block	?	-6%	?	nt	?	-17%	4%	2%
BRCA1 expr up	-16%	-13%	-2%	?	8%	-2%	-96%[inhibitor]	-1%
FLuc modulator	6%	3%	2%	nt	0%	-2%	0.38µM*	1%
ELG1 genotox	-1%	-6%	6%	?	-1%	3%	0%	-1%
uPA surface inh	-9%	nt	-1%	?	2%	7%	-7%	-19%
NPC1 prom act	0%	-2%	-7%	nt	2%	5%	0.089µM*	-3%
RORg inh	0%	?	?	nt	-19%	?	7.1µM*	-23%

(25) CC(C)N(C(=O)[C@H]1C[C@H](CC(=O)NCCCn2ccnc2)C(=O)N2CCc3c([nH]c4ccc(Cl)cc34)[C@]12C)C(C)C
(26) Cc1cc(NC(=O)CSc2nc3sc4c(c3c(=O)n2C)CCCC4)no1
(27) COc1ccc(-c2cc(C(=O)Nc3c(C)n(C)n(-c4ccccc4)c3=O)c3ccccc3n2)c(OC)c1
(28) Cc1ccc(N(CC(N)=O)C2SC(=O)N(Cc3cccc(C(=O)O)c3)C2=O)cc1 (stereo not given)
(29) COc1ccc(-n2nc(C(=O)N3CCN(c4ccc(F)cc4)CC3)c3ccccc3c2=O)c(OC)c1
(30) COC(=O)[C@@H]1C[C@@]2(O)[C@@H](O)[C@@H](O)[C@@H](O)C[C@H]2N1CC1CCCCC1
(31) Cc1ccc(NC(=O)CN(C)CC(=O)Nc2ccccc2-c2ccccc2)cc1
(32) Cc1cccn2c(=O)c3cc(C(=O)N4CCN(C(=O)c5ccco5)CC4)n(C)c3nc12

Screen / compound no.	25	26	27	28	29	30	31	32
Rab9 promoter act	nt	5%	0%	-3%	1%	-6%	-7%	4%
p53 reactivator	0%	-2%	-7%	-3%	17%	0%	-2%	-5%
VP16 counter	nt	3%	-9%	0%	-3%	0%&-3%	-4%	-4%
MBNL1 CUG block	nt	-6%	17%	-12%	3%	-4%	-3%	17%
BRCA1 expr up	-12%	-1%	0%	-12%	-22%	7%	14%	-5%
FLuc modulator	nt	7%	-3%	0%	6%	1%	-4%	1%
ELG1 genotox	1%	-1%	-11%	-6%	-7%	2%	-7%	-2%
uPA surface inh	-14%	nt	1%	-2%	-1%	3%	11%	-4%
NPC1 prom act	nt	2%	14%	-1%	9%	1%	-5%	0%
RORg inh	nt	?	-11%	9%	-14%	-7%&17%	24%	-1%

(33) CC1CCCN(C(=O)C2CCN(c3ncnc4c3nc3n4CCCCC3)CC2)C1 (stereo not given)
(34) O=C(Nc1ccc(S(=O)(=O)NCc2ccco2)cc1)c1ccncc1
(35) NC(=O)c1ccc(SCC(=O)OCC(=O)NCC2CCCCC2)c([N+](=O)[O-])c1
(36) CCOc1c(Cl)cc(C(=O)Nc2ccccc2-c2ccccc2)cc1Cl
(37) COC(=O)CNC(=O)c1ccc(F)cc1
(38) Cc1cccc(N2CCN(C(=O)n3ccnc3)CC2)c1C
(39) O=C(NN1C(=O)C2CCCCC2C1=O)c1ccco1 (stereo not given)
(40) Cc1cc(C)nc(Nc2n[nH]c(-c3ccccc3C)n2)n1
(41) O=C(O)CC1SC(=Nc2cccc(C(F)(F)F)c2)NC1=O (stereo not given)
(42) O=C(Nc1cccc(F)c1)N1CC=C(n2c(=O)[nH]c3ccccc32)CC1

Screen / compound no.	33	34	35	36	37	38	39	40	41	42
Rab9 promoter act	-2%	-4%	-1%	-3%	-2%	3%	-7%	1.8µM*	5%	-3%
p53 reactivator	-1%	-3%	4%	5%	-1%	-5%	5%	4%	0%	-8%
VP16 counter	2%	-26%	nt	-3%	2%	1%	-8%	-6%	7%	?
MBNL1 CUG block	-2%	4%	nt	-17%	-3%	-8%	-8%	-7%	-7%	?
BRCA1 expr up	-8%	-20%	-27%	-43%	3%	-16%	4%	?	14%	0%
FLuc modulator	-1%	0%	1%	15%	-1%	1%	0%	9.5µM*	-3%	0%
ELG1 genotox	-7%	-2%	0%	2%	-3%	-12%	-1%	21µM*	1%	-3%
uPA surface inh	8%	2%	3%	1%	2%	-3%	2%	?	-1%	1%
NPC1 prom act	1%	-2%	0%	-3%	-3%	-3%	-3%	2µM*	0%	-4%
RORg inh	3%	37%	nt	17%	17%	-18%	43%	?	-11%	35%

# Among those listed so far, 3 contain a thiophene ring, fused or not.
(12) CC1(C)Cc2nc3sc4c(N(CCO)CCO)ncnc4c3cc2CO1
(20) O=C(CCC(=O)N1CCN(c2ccccn2)CC1)c1cccs1
(26) Cc1cc(NC(=O)CSc2nc3sc4c(c3c(=O)n2C)CCCC4)no1

Screen / compound no.	12	20	26
Rab9 promoter act	11%	nt	5%
p53 reactivator	15%	?	-2%
VP16 counter	-16%	nt	3%
MBNL1 CUG block	6%	nt	-6%
BRCA1 expr up	33%	?	-1%
FLuc modulator	?	nt	7%
ELG1 genotox	?	?	-1%
uPA surface inh	-3%	?	nt
NPC1 prom act	6%	nt	2%
RORg inh	37%	nt	?
